# Bioassay records from PubChem BioAssay.
# HDAC3 inhib: inhibitors of human histone deacetylase 3; O15379; recombinant HDAC3, fluorogenic peptide/trypsin coupled, fluorescence; inhibition, % at 8.3 µM; 0.15% of 320,000 active; AID 2718; in the data active = inhibition above about 26%, passing the limit was not always enough; inconclusive = no clear call, values can overlap the other calls
# DYRK1A inh: blocks rat Dyrk1A kinase activity. Q63470. ADP-Glo luminescence, NFATc1 peptide. inhibition, % at 12.5 µM. 0.43% of 310,000 active; in the data active = inhibition above about 50%;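 also: plate controls were vehicle with enzyme for no effect and no enzyme for full effect; many of its hits are not listed in these tables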
# GSK3 alpha inh: inhibitors of human GSK-3 alpha kinase; AID 2650; 0.1% of 320,000 active; inhibition, % at 10 µM; P49840; ADP-Glo luminescence, 60 min;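 in the data active = inhibition above about 50%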;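 also: GST-tagged GSK-3 alpha with peptide substrate and 25 µM ATP; 0% = DMSO neutral wells and 100% = GW8510 positive control wells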
# KCNK3 inh: human KCNK3 channel inhibition, primary screen. O14649. CHO-KCNK3 thallium flux, FluxOR fluorescence; active compounds read low. B-score at 10 µM. 0.84% of 340,000 active. AID 602410;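 active = B-score under library mean minus 4 SD, starting fluorescence ratio at most library mean plus 5 SD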;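 also: more negative B-score means stronger inhibition of thallium flux through KCNK3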
# KCNQ1 block: inhibitors of human KCNQ1 potassium channel; CHO-K1 KCNQ1, FluxOR thallium flux fluorescence; active compounds read high; 1.3% of 310,000 active; P51787; AID 2642; B-score at 10 µM;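 active = compounds whose thallium flux B-score, printed positive for inhibition, exceeds three library SD while starting fluorescence stays within three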;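 also: channel opened by potassium depolarization with thallium stimulus after 20 min compound exposure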
# Target sequence (P51787 whole entry, looked up): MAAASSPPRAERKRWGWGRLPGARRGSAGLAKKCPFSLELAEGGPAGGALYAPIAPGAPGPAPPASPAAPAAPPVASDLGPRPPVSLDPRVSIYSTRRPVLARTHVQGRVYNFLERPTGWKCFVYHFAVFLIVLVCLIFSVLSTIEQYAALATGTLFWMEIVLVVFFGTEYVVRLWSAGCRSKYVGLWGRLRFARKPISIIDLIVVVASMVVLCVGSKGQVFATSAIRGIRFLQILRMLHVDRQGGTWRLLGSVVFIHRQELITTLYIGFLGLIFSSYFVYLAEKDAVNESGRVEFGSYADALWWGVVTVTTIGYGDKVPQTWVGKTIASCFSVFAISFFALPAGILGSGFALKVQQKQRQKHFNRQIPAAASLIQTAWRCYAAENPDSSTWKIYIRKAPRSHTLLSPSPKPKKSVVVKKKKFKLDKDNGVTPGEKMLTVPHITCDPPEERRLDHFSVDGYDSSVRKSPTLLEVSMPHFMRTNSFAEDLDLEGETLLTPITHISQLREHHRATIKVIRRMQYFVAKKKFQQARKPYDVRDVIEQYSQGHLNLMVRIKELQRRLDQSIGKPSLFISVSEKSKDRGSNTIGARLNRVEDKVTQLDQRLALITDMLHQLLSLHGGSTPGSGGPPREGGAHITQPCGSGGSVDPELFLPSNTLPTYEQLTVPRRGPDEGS
# hERG rescue: hERG (human) protection from proarrhythmic block. Q12809. CHO-hERG, FluxOR thallium flux, dofetilide IC70 present. activation (rescue from dofetilide block), less the hit threshold, % at 10 µM. AID 1511. 0.51% of 310,000 active;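 active = activation above the mean of controls blocked by dofetilide plus 5 SD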;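 also: thallium influx through hERG after potassium depolarization seen as dye fluorescence rise; in these data hits start at about 4.7%; inactives centre near -7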
# KCNK9 block: blocks the human KCNK9 two-pore domain potassium channel; B-score at 10 µM; Q9NPC2; 1.2% of 310,000 active; HEK293 KCNK9, FluxOR thallium flux fluorescence; active compounds read low;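 active = ratio B-score over 3 SD below the library mean, with starting fluorescence within 5 SD of its mean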;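 also: negative B-score means less thallium flux so channel inhibition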
# Target sequence (Q9NPC2 whole entry, looked up, the tested form may be a part): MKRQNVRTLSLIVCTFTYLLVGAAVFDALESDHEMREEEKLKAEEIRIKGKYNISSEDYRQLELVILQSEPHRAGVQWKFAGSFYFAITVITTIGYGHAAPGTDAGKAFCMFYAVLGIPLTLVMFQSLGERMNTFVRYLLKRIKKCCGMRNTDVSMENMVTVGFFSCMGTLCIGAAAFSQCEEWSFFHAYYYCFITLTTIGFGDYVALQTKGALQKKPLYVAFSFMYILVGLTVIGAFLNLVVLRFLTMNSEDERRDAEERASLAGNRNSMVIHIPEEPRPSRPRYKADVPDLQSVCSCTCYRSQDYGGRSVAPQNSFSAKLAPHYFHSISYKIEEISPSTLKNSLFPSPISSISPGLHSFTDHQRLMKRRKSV
# RGS4 act: RGS4 potentiation or activation; HEK293 M3R/inducible RGS4, carbachol calcium flux Fluo4; active compounds read low; B-score at 10 µM; 0.92% of 310,000 active;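 active = B-score of the integrated calcium signal more than 4 SD below the library mean, with starting fluorescence not abnormally high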;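 also: negative B-score means reduced calcium response which marks RGS4 activation or potentiation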
#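 System – HEK293 FlpIn-TREx cells, stable M3R, doxycycline-inducible RGS4 · Reagent – ECmax carbachol challenge · Times – compound preincubation 20 min at room temperature before agonist · Technique – Fluo4 fluorescence kinetic imaging of calcium · Measure – B score of integrated Fluo4 ratio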
# KCNQ1 pot: potentiates or activates the human KCNQ1 potassium channel; P51787; CHO-K1 KCNQ1, thallium flux FluxOR fluorescence; active compounds read high; B-score at 10 µM; 0.35% of 310,000 active; AID 2648;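 active = fluorescence ratio B-score, a plate-corrected score, at least three library SD, with initial intensity B-score within 5 SD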
#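 assay system = CHO-K1 cells stably expressing KCNQ1 | medium = assay buffer, equal DMSO in all wells | timing = 37 °C overnight plating, 90-min dark dye load, 20-min compound pretreatment | measured by = kinetic FluxOR thallium fluorescence, 10-s 1-Hz baseline, 110-s post-stimulus read | measure = fluorescence change relative to baseline, converted to B score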
# PolyA inh: inhibitors of polyadenylation in S. cerevisiae; 0.02% of 300,000 active; S. cerevisiae SKY197-pL101 polyadenylation reporter, beta-gal luminescence; efflux-impaired pdr1/pdr3 knockout yeast; score 100 = 6 SD above DMSO; calls only at 12 µM;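 active = lowest replicate activity score at least 50, where 100 means six control SD above control mean; inconclusive = lowest score under 50 but half or more replicates reach 50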;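 also: yeast exposed to compound for 9 h at 30 °C; higher score means more reporter readthrough which indicates perturbed polyadenylation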
# GSK3beta inhib: human GSK3beta kinase inhibition | GST-GSK3beta kinase, ADP-Glo luminescence, 60 min; active compounds read low | 0.038% of 300,000 active | P49841 | activity score (negative = inhibition), % at 10 µM | AID 2097;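 active = more than half of replicate wells score below -50%, meaning over 50% inhibition versus plate controls; inconclusive = some replicates but at most half score below -50%; inactive = no replicate scores below -50%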;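 also: 0% = median DMSO wells and -100% = median GW8510 positive control wells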
#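 Assay system: GST-tagged human GSK3beta kinase, cell-free; Input: 1.6 ng GSK3beta; Medium: Tris/MgCl2 kinase buffer; Timing: 60 min enzyme reaction, room temperature; Signal: ADP-Glo luminescence quantifying ADP generated by kinase; Evaluation: score relative to plate controls; Benchmarks: DMSO neutral wells and GW8510 at 20 µM as positive.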
# Starred values were filed as active, the others as inactive; i = inactive; ? = inconclusive; · = no result given. Only part of the results is shown. The share of hits here may be higher or lower than overall.
SMILES,HDAC3 inhib,DYRK1A inh,GSK3 alpha inh,KCNK3 inh,KCNQ1 block,hERG rescue,KCNK9 block,RGS4 act,KCNQ1 pot,PolyA inh,GSK3beta inhib
Cc1cc(Cl)c(S(=O)(=O)NC2CCCC2)cc1OCC(=O)NC1CCCCC1,8,-4,0,i,i,-5,i,i,i,i,2
CCOC(=O)c1c(NC(=O)CSc2nc3ccccc3s2)sc(C)c1C,2,-4,-1,i,i,-11,i,i,i,i,0
COc1ccc(C(=O)NC2CC(C)(C)NC(C)(C)C2)cc1OC,-2,17,0,i,i,-1,i,i,i,i,2
O=C(Cn1c(=O)[nH]n(-c2ccccc2)c1=O)N1CCCc2ccccc21,-4,2,-28,i,i,-11,i,i,i,i,-4
O=C(NC(=S)Nc1ccc(NC(=O)c2cccs2)cc1)c1ccco1,-2,-2,0,i,i,-6,i,i,i,i,-23
C=CCOC(=O)C1=C[C@@H](c2ccccc2)[C@H](CCCO)[C@@H](OCC)O1,-4,-1,-4,i,i,-8,i,i,i,i,3
CCc1c(O)nc(SCC(=O)Nc2cc(C)on2)n(-c2ccccc2)c1=O,3,2,0,i,i,-8,i,i,i,i,0
Brc1c(C[n+]2ccccc2)nc2ccccn12,-1,3,-1,i,i,-5,i,i,i,i,-1
Cc1ccc(S(=O)(=O)N(C)CCCC(=O)NC(C)(C)CO)cc1,-1,3,1,i,i,-6,i,i,i,i,2
CC(C)C[C@H](NC(=O)c1nc[nH]c1C(=O)NCC(=O)OC(C)(C)C)C(=O)OC(C)(C)C,30*,-1,0,i,i,-8,i,i,i,i,3

# As entered above.
# Value of `Brc1c(C[n+]2ccccc2)nc2ccccn12` under hERG rescue: -5
# Value of `CCOC(=O)c1c(NC(=O)CSc2nc3ccccc3s2)sc(C)c1C` under GSK3beta inhib: 0
# Value of `O=C(Cn1c(=O)[nH]n(-c2ccccc2)c1=O)N1CCCc2ccccc21` under GSK3beta inhib: -4
# Value of `Cc1ccc(S(=O)(=O)N(C)CCCC(=O)NC(C)(C)CO)cc1` under HDAC3 inhib: -1
# Value of `CC(C)C[C@H](NC(=O)c1nc[nH]c1C(=O)NCC(=O)OC(C)(C)C)C(=O)OC(C)(C)C` under hERG rescue: -8

# Next entries follow.
SMILES,HDAC3 inhib,DYRK1A inh,GSK3 alpha inh,KCNK3 inh,KCNQ1 block,hERG rescue,KCNK9 block,RGS4 act,KCNQ1 pot,PolyA inh,GSK3beta inhib
O=c1c(Cc2ccc(Cl)cc2)c(O)ccn1Cc1cccc(Cl)c1,-3,0,-2,i,i,-10,i,i,i,i,3
COc1ccccc1NC(=O)NC1CC(=O)N(c2ccc3c(c2)OCCO3)C1 (centres undefined),5,6,-2,i,i,-8,i,i,i,i,-5
CCOC(=O)N1CCN(C(=O)CSc2nnc(-c3cccc(Cl)c3)o2)CC1,-2,16,·,i,i,-6,i,i,i,i,-1
COc1cc(/C=N/N=C2/NC(=O)C(CC(=O)O)S2)ccc1OCc1cccc(Cl)c1 (centres undefined),7,4,-5,i,i,-5,i,i,i,i,2
CCc1ccccc1N=C1S/C(=C/c2ccccc2OCC(=O)N2CCOCC2)C(=O)N1C,?,-2,1,i,i,-11,i,i,i,i,1
Cc1ccc(NC(=O)CN(C)C(=O)CN2C(=O)NC(C)(c3ccccc3)C2=O)cc1 (centres undefined),5,1,·,i,i,-9,i,i,i,i,-3
CCOC(=O)CCNC(=O)c1ccccc1Br,6,-10,-3,i,i,-7,i,i,i,i,5
COC(=O)Cc1c(C)nc2nc(-c3ccccc3)[nH]n2c1=O,-5,2,6,i,i,1,i,i,i,i,-1
O=S(=O)(Cc1ccccc1Cl)CC(O)COc1ccccc1Cl (centres undefined),1,16,-2,i,i,-6,i,i,i,i,-2
COc1cc(-c2nnco2)cc(OC)c1OC,-1,·,-1,·,i,-8,i,i,i,i,-2
COc1ccccc1CC(=O)Nc1ccc(-c2noc(COc3ccc(Br)cc3)n2)cc1,5,-2,-3,i,i,-9,i,i,i,i,3
COc1ccc(C(CNCC(=O)Nc2ccccc2F)N(C)C)cc1 (centres undefined),-3,-1,-1,i,i,-7,i,i,i,i,0
Cc1ccc(C(=O)C(=O)c2ccc(C)c(N)c2)cc1N,7,10,-1,i,i,-5,i,i,i,i,-1
Clc1nc(-c2ccccc2)cc(-c2ccc(Br)cc2)n1,-4,-12,1,-9.8*,6*,-16,-12*,i,i,i,1
O=C(COC(=O)CCC(=O)c1ccc(F)cc1)Nc1ccc(F)cc1F,7,1,-4,i,i,-12,i,i,i,i,2
O=C(NC(c1ccccc1)c1ccccc1)C1(c2cccs2)CCOCC1,0,-7,0,i,i,-3,i,i,i,i,2
C=CCOCCN(C)C1=NS(=O)(=O)c2ccccc21,-3,·,0,i,i,-4,i,i,i,i,1
O=C(COC(=O)c1ccccc1O)Nc1ccc(OC(F)F)cc1,2,-7,-1,i,i,-4,i,i,i,i,4
O=C(c1ccc(Cl)cc1Cl)N1CCN(c2ccccn2)CC1,-1,-9,2,i,i,-7,i,i,i,i,-1
CC(NCc1ccc2c(c1)OCO2)C(=O)NC1CCCc2ccccc21 (centres undefined),-2,-5,-2,i,i,-5,i,i,i,i,5
Cc1sc2ncnc(N3CCC(C(=O)NNC(=O)COc4ccccc4F)CC3)c2c1C,2,29,0,i,i,-8,i,-7.7*,i,i,·
C#Cc1ccc([C@H]2C=C(C(=O)NCc3nc4ccccc4[nH]3)O[C@@H](OCC)[C@@H]2CCCO)cc1,8,8,-2,i,i,-4,i,i,i,i,5
CCOC(=O)CN1C(=O)c2ccccc2C1=O,-7,2,-1,i,i,-8,i,i,i,i,0
O=C(O)CN(c1ccccn1)S(=O)(=O)c1ccccc1,-17,-7,1,i,i,-2,i,i,i,i,3
COc1ccccc1NC(=O)COc1ccccc1C(=O)c1cnn(-c2ccccc2)c1,1,-4,-1,i,i,-8,i,i,i,i,1
COc1cc(/C=C/C(=O)OCc2c(C)noc2C)ccc1OC(F)F,4,-4,-3,i,i,-8,i,i,i,i,-1
COc1ccc(NC(=O)N2CCCCC2)cc1,-1,2,-1,i,i,-5,i,i,i,i,-4
CN(c1ccccc1C(=O)Nc1ccc2ccccc2c1)S(C)(=O)=O,-3,·,-2,i,i,-2,i,i,i,i,-1
CCCC(OC(=O)CC1Sc2ccccc2NC1=O)C(=O)NCc1ccco1 (centres undefined),-1,-4,-2,i,i,-10,i,i,i,i,2
C/C(=C\c1ccc(N)cc1)c1nc2ccccc2[nH]1,8,0,-4,i,i,2,i,i,i,i,-1
Nc1ccc(-c2cc3ccccc3oc2=O)cc1,-1,3,-3,i,i,-1,i,i,i,i,0
COc1ccc(CCNC(=O)CSc2nc3[nH]ncc3c(=O)n2-c2ccc(Br)cc2)cc1OC,8,-4,7,i,i,-10,i,i,i,i,-4
COc1ccc(S(=O)(=O)N2CC(=O)Nc3ccccc32)cc1,10,3,-3,i,i,-10,i,i,i,i,2
Cc1cc(C)nc(SCC(=O)Nc2sc3c(c2C#N)CCC(C)C3)n1 (centres undefined),12,13,0,i,i,-2,i,i,i,i,-1
Cc1ccc(S(=O)(=O)Nc2ccc(N3CCOCC3)cc2)cc1[N+](=O)[O-],-2,·,1,i,i,-10,i,i,i,i,0
COc1cc2nc(SCc3c(C)noc3C)n(CCC3=CCCCC3)c(=O)c2cc1OC,4,3,0,-10*,i,-6,-14*,-8.2*,i,i,2
Cc1cc(-c2ccccc2)n2nc(C)c(C#N)c2n1,-8,1,1,i,i,-13,i,i,i,i,3
Cc1cccc(NC(=O)C2(c3cccs3)CCOCC2)c1,10,3,-2,i,i,-4,i,i,i,i,1
N#Cc1ccc(-c2cccnc2)nc1SCC(=O)Nc1sc2c(c1C#N)CCC2,4,0,0,i,i,-6,i,i,i,i,-2
Cc1ccc(NC(=O)Nc2ccc3c(c2)OCO3)cc1F,-7,·,2,i,i,-5,i,i,i,i,1

# Three of the entries above in order of their number in GSK3 alpha inh, lowest first:
canonical_smiles | GSK3 alpha inh
Cc1cccc(NC(=O)C2(c3cccs3)CCOCC2)c1 | -2
Cc1cc(C)nc(SCC(=O)Nc2sc3c(c2C#N)CCC(C)C3)n1 (centres undefined) | 0
Cc1ccc(S(=O)(=O)Nc2ccc(N3CCOCC3)cc2)cc1[N+](=O)[O-] | 1

# The results go on.
SMILES,HDAC3 inhib,DYRK1A inh,GSK3 alpha inh,KCNK3 inh,KCNQ1 block,hERG rescue,KCNK9 block,RGS4 act,KCNQ1 pot,PolyA inh,GSK3beta inhib
N#CC1=C(N)C(C#N)(C#N)[C@H](c2ccncc2)[C@H]2CN(C(=O)OCc3ccccc3)CC=C12,7,8,8,i,i,-10,i,i,i,i,-3
COc1cccc(C(C(=O)NC2CCCCC2)N(C(=O)c2ccco2)c2ccc(-n3cnnn3)c(C)c2)c1 (centres undefined),2,-7,0,i,i,-3,i,i,i,i,0
CC(C)OC(=O)c1ccc(OC(=O)c2cccnc2)cc1,47*,-3,0,i,i,-14,i,i,i,i,-2
O=C(Cc1c(F)cccc1Cl)Nc1ccccn1,14,1,1,i,i,-8,i,i,i,i,5
COc1ccccc1N1CCN(C(=O)CCc2ccc(S(=O)(=O)NC(C)C)cc2)CC1,·,1,-2,i,i,-14,i,i,i,i,2
O=C1NN(c2ccc(F)c(Cl)c2)C(=O)/C1=C\c1cccc(OC(=O)c2cccs2)c1,7,-3,-2,i,i,-11,i,i,i,i,2
CC(C)(C)C1CCC(=NNC(=S)NCc2ccccc2)CC1 (centres undefined),-3,1,-3,i,i,-11,i,i,i,i,-1
O=c1cc(-c2ccccc2)nc(SCc2ccccc2F)[nH]1,1,-2,-5,i,i,-10,i,i,i,i,3
COc1cc(C(C)=O)ccc1COc1ccc(C(=O)OCC(N)=O)cc1OC,1,6,0,i,i,-5,i,i,i,i,1
CC(=O)c1cccc(NC(=S)NC(=O)Cc2ccc(Cl)cc2)c1,8,·,0,i,i,-2,i,i,i,i,-6
